# Assay outcomes from PubChem.
# PLK1 PBD inh – blocks phosphopeptide binding to human Plk1 polo box domain. AID 693. 0.13% of 97,000 active. Plk1 PBD phosphopeptide binding, fluorescence polarization. inhibition, %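 (tested at about 20 µM)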; in the data active = inhibition above about 34%, passing the limit was not always enough
# CD11b adhes enh – enhancers of human CD11b/CD18 binding to fibrinogen; P05107+P11215; K562 CD11b/CD18 adhesion to fibrinogen, ATPlite luminescence; activation, % at 10 µM; 0.07% of 93,000 active; AID 1499;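 active = 10 µM primary screen giving 50% or more activity, confirmed by 40% or more on retest at that dose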; note: strong numbers were not always called active
# PLK1 kinase inh – inhibitors of human PLK1 kinase | P53350 | recombinant PLK1 kinase, TR-FRET peptide phosphorylation | inhibition, % at 10 µM | 0.53% of 97,000 active | AID 619;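 active = inhibition of 50% or more in the single-concentration screen; inactive = inhibition below 50%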;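 note: 0% = DMSO max control and 100% = H-89 dihydrochloride min control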
# HIV Rev-RRE inh – HIV Rev-RRE protein-RNA interaction inhibition. Rev peptide-RRE RNA binding, FRET. 0.79% of 97,000 active. inhibition, % at 8 µM. AID 704;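 active = inhibition above the screen-wide mean plus 3 SD, cut at about 35% in these data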;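 note: 0% = median DMSO wells and 100% = median Neomycin B control wells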
#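 Assay system: Rev peptide and RRE RNA, both fluorescently labelled; times: 5 min preincubation and 15 min binding, 25 °C; detection: FRET, ex 480 nm, em 540 and 671 nm; read-out basis: % inhibition from 671/540 nm acceptor-to-donor ratio, scaled between controls; benchmarks: DMSO low control, neomycin B high control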
# ERa coact pot – enhances coactivator binding to human estrogen receptor alpha; P03372; TR-FRET ERalpha-LBD/SRC-Cy5 coactivator binding, 2 h; 100 = basal binding, no effect; coactivator binding (% of control), % at 25.6 µM; 1.3% of 86,000 active; in the data active = activity above about 200%;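 note: binding measured in presence of low estradiol as agonist stimulus; 0% = peptide alone without receptor and 100% = receptor with peptide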
# ERa SRC1 inh – ER-alpha (human) coactivator binding inhibition; 1.7% of 86,000 active; inhibition, % at 25.6 µM; TR-FRET ER-alpha LBD / SRC-1 peptide, estradiol-bound; P03372; AID 629; in the data active = inhibition above about 50%;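 note: 0% = receptor plus peptide control and 100% = peptide only without receptor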
# FAK blocker – inhibitors of human focal adhesion kinase; biochemical FAK kinase activity assay; inhibition, %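 (tested at 7 µM)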; AID 727; 0.84% of 97,000 active; in the data active = inhibition above about 19%;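 note: 0% = DMSO and 100% = reference compound high control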
# Target sequence (Q05397 whole entry, looked up): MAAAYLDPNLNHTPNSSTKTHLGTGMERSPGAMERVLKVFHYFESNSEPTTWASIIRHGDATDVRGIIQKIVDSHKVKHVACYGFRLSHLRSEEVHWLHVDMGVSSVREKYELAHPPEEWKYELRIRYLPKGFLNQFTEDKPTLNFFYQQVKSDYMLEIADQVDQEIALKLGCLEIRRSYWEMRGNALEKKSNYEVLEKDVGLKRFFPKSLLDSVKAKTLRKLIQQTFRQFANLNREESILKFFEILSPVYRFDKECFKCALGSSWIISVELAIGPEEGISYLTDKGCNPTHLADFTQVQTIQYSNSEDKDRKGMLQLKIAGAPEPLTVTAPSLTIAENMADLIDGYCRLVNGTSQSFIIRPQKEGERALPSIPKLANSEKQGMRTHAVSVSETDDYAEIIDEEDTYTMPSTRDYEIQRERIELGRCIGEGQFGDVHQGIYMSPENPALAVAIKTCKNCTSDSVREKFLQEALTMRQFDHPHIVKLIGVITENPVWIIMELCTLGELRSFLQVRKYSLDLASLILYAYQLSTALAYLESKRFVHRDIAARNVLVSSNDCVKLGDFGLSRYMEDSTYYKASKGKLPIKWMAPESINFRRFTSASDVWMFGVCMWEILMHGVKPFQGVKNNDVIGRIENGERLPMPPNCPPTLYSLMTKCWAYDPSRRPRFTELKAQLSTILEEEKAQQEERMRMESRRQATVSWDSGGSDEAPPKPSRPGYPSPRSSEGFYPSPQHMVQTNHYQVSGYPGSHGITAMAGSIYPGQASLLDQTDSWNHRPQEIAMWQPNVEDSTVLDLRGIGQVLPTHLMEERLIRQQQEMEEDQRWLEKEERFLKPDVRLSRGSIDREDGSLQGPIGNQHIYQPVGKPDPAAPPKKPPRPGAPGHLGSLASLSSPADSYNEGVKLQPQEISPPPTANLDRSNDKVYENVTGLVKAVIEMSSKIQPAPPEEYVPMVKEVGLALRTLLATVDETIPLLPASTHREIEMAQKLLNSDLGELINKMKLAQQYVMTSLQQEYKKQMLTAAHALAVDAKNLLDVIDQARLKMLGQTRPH
# Mac1 fbg inh – inhibitors of human CD11b/CD18 binding to fibrinogen | K562 CD11b/CD18 adhesion to fibrinogen, ATPlite luminescence; Mn2+ added to activate the integrin | inhibition, % at 10 µM | 0.54% of 93,000 active | AID 1497;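 active = primary inhibition of 50% or more at 10 µM, then 40% or more on retest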; note: some results filed as inactive read as strong as hits
# ERb coact inh – blocks coactivator binding to human estrogen receptor beta. AID 633. 1.3% of 86,000 active. inhibition, % at 25.6 µM. TR-FRET ER-beta LBD / SRC1-Cy5 peptide binding; receptor agonist-loaded with 1 µM estradiol. Q92731;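 active = compounds whose percent inhibition of the receptor-coactivator binding signal exceeds about 50% in the single-dose screen, limit read from the data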;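 note: 0% = receptor plus peptide wells without compound and 100% = peptide-only wells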
# An asterisk follows results filed as active; nt = not tested or not shown; [ ] = dose if it differs, or a comment.
SMILES,PLK1 PBD inh,CD11b adhes enh,PLK1 kinase inh,HIV Rev-RRE inh,ERa coact pot,ERa SRC1 inh,FAK blocker,Mac1 fbg inh,ERb coact inh
CC(c1nnc(SCC(=O)N2CCc3ccccc32)n1-c1ccc(Cl)cc1)N(C)C (stereo not drawn),8,nt,-10,1,nt,nt,-1,nt,nt
CC(C)C(=O)NCCn1ccc2ccccc21,-14,nt,-12,3,104,-8,1,nt,3
CN(C)c1ccc(C(=S)N2CCCCCC2)cc1,-2,-1,-31,11,94[fluorescence artefact?],-3,2,-16,-3
CCOC(=O)N1CCN(S(=O)(=O)c2ccc(C)c(C)c2C)CC1,-13,7,0,4,102,-1,-3,-1,1
CSC(=O)NC12CC3CC(CC(C)(C3)C1)C2,-9,3,1,1,105,-11,-1,-2,3
Cc1ccc(Nc2ccccc2)cc1,-8,nt,-4,0,115[fluorescence artefact?],-11,-2,nt,-9
CSc1ccccc1C(=O)N1CCOCC1,16,nt,-6,10,113,-19,1,nt,-9
Cn1c(=O)cc(SCC(=O)NCC2COc3ccccc3O2)c2ccccc21 (stereo not drawn),2,-7,9,7,119,-2,0,11,-2
Cc1cnnc2c1-c1nonc1CC2,5,-1,-11,8,105,-7,1,-32,3
CCN(CC)S(=O)(=O)c1cccc(C(=O)N[C@H](C(=O)O)C(C)C)c1,-4,1,-8,-4,109,-1,1,-3,-8
O=C(N1CCN(c2ccccc2)CC1)C(F)(F)C(F)F,-8,-2,-16,0,103,-7,-1,-1,-14
O=C(Oc1ccc2[nH]cc(CCN3C(=O)c4ccccc4C3=O)c2c1)c1ccco1,-2,-3,0,-1,108,-2,-9,4,-5
COC(=O)CC1C(=O)NCCN1C(=O)CSc1nnc(Nc2ccc(C)cc2)s1 (stereo not drawn),-2,0,-7,7,nt,nt,1,8,nt
Clc1ccc2c(NNc3ccccc3Cl)ccnc2c1,-3,-4,-7,2,nt,nt,2,3,nt
C=CCN1C(=O)CN=C1Nc1cc(C)cc(C)c1,14,-2,-3,9,94,0,1,-8,-3
Clc1ccc(Sc2oc(/C=N/n3cnnc3)cc2Br)cc1,-11,-4,-4,4,132,-10,-2,2,-8
Cc1ccc(OCCCC(=O)Nc2ccc(Br)cc2)cc1,-10,-1,-5,2,nt,nt,-7,-29,nt
CCn1cc([N+](=O)[O-])c(C(=O)Nc2c(C)nn(Cc3c(F)c(F)c(F)c(F)c3F)c2C)n1,15,-2,-12,0,nt,nt,2,8,nt
CN(C)CCNC(=O)c1ccc(CS(=O)(=O)c2c(Cl)cccc2Cl)o1,15,-2,4,5,125[fluorescence artefact?],5,-2,-9,-3[fluorescence artefact?]
Cc1ccc(-c2nnc(SCc3ccc(C#N)cc3)n2Cc2ccco2)cc1,-32,-1,-10,9,98,-6,-3,5,-16[fluorescence artefact?]
CCC1(C)Cc2c(sc3nc(NN)n(C)c(=O)c23)CO1 (stereo not drawn),-28,-4,-1,7,109,-2,0,43,-15
CC(C)OC(=O)c1cccnc1SCc1cc(=O)n2ccccc2n1,12,-7,3,1,118,-4,-2,5,0
CCc1cc(-c2[nH]ncc2-c2ccc3c(c2)OCO3)c(O)cc1O,nt,-3,nt,nt,55,11,nt,70*,9
CCOc1ccc(NC(=O)CSc2nc(C)cc(C)n2)cc1,1,nt,-4,-3,88,27,2,nt,24
CCOC(=O)c1sc(NC(=O)CN(CC(C)C)CC(C)C)c(C(=O)OCC)c1C,-13,-3,-15,7,nt,nt,-1,4,nt

# More results
SMILES,PLK1 PBD inh,CD11b adhes enh,PLK1 kinase inh,HIV Rev-RRE inh,ERa coact pot,ERa SRC1 inh,FAK blocker,Mac1 fbg inh,ERb coact inh
O=C(CCNC(=O)Cn1ccc2ccccc2c1=O)NCCN1CCN(c2ccccc2F)CC1,5,nt,-9,0,89,-5,-10,nt,3
Cc1ccc2cc(C(c3nnnn3Cc3ccccc3)N3CCN(c4ccccc4)CC3)c(=O)[nH]c2c1 (stereo not drawn),25,29,-7,8,111,15,-2,12,7
Cn1c(Cn2nnc3ccccc32)nnc1SCC(=O)N1c2ccccc2CCc2ccccc21,6,-5,-18,4,118[fluorescence artefact?],1,3,-3,-3
CCS(=O)(=O)CCSc1nc2ccccc2s1,-6,-2,-12,2,105,-7,-3,2,2
CCOc1ccc(C2C(C#N)=C(N)Oc3cc(C)n(CCN4CCOCC4)c(=O)c32)cc1OCC (stereo not drawn),nt,-8,nt,nt,138,-6,nt,-14,-12
CCn1c(SCC(=O)N2CCC(C)CC2)nnc1-c1ccc(S(=O)(=O)N2CCN(C)CC2)cc1,0,-3,-23,7,91,-7,-1,-18,-11
O=C(COc1cc(Cl)ccc1Cl)Nc1nnc(CC(=O)N2CCOCC2)s1,-2,1,-8,-1,104,7[fluorescence artefact?],3,-8,26
Cc1c(NC(=O)c2c(F)c(F)c(F)c(F)c2F)c(=O)n(-c2ccccc2)n1C,-3,3,-7,6,108,1,1,6,8
COc1ccc(-n2c(=O)cc(N3CCN(c4ccccc4F)CC3)[nH]c2=O)cc1,nt,0,nt,nt,111,-14,nt,-19,1
COCc1nnc(NC(=O)CSc2ccc(C)cc2)s1,-16,-4,-16,7,79[fluorescence artefact?],6,9,9,7
O=C(Nc1cccc(-c2nc3ncccc3o2)c1)c1ccco1,-15,2,2,8,108,3,0,-38,-6
Cn1c(=O)c2c(-c3ccccc3)n(CCCN3CCOCC3)cc2n(C)c1=O,18,2,-10,-2,104,-1,-1,-3,-7
N/C(CSc1nc(-c2ccccc2)c(-c2ccccc2)o1)=N\O,-13,1,2,12,117,-4,4,-3,-7
COc1ccc(NC(=O)CSc2nnc(Cc3cccs3)n2-c2ccc(C)cc2)cc1,25,0,-1,6,73[fluorescence artefact?],19,1,-8,-2
Cc1ccc(C(=O)N2CCN(C(=O)CN3CCOCC3)C2)cc1,nt,0,nt,nt,113,7,nt,-4,4
COc1cc(/C=N/NC(=Nc2ccc(C)cc2)c2nc3ccccc3s2)ccc1O,-13,-1,-13,-3,105,16,1,20,21
Cc1cc(C)n(C(=O)C23CC4CC(CC(C4)C2)C3)n1,-6,7,-11,3,94,-3,6,-3,-9
CCc1nc(-c2ccc(-c3ccc(OC)cc3)nc2OC)no1,-9,nt,-8,17,114,-5,0,nt,-12
COCCOC(=O)c1c(C)nc(SCC(=O)Nc2cccc3ccccc23)c(C#N)c1-c1ccco1,17,-1,-13,4,96,2,-3,2,2
COc1ccc(C2=NOC(C(=O)O)C2)cc1 (stereo not drawn),7,0,-16,1,nt,nt,0,-5,nt
Cc1ccc2c(c1)C1CN(C)CCC1N2C(=O)Nc1ccc(Cl)cc1 (stereo not drawn),18,-2,-2,-1,115,-5,-3,-2,-5
Cc1csc(=Nc2c(C)n(C)n(-c3ccccc3)c2=O)n1Cc1ccccc1,4,-4,-27,4,97,-7[fluorescence artefact?],2,2,-17[fluorescence artefact?]
COC(Cc1n[nH]c(=S)n1-c1ccccc1)OC,-16,0,-7,5,nt,nt,0,-2,nt
Cc1nc(SCC(=O)N2CCc3ccccc3C2)c2c(C)c(C)sc2n1,15,-6,-10,9,nt,nt,4,51,nt
Cc1cccc(-c2nc(CS(=O)CC(=O)NCCCSC3CCCCC3)c(C)o2)c1 (stereo not drawn),-13,0,-10,4,103[fluorescence artefact?],-25[fluorescence artefact?],2,16,-12

# Complete entries as entered above. Order of values: PLK1 PBD inh, CD11b adhes enh, PLK1 kinase inh, HIV Rev-RRE inh, ERa coact pot, ERa SRC1 inh, FAK blocker, Mac1 fbg inh, ERb coact inh
# Listed for `CSc1ccccc1C(=O)N1CCOCC1` = 16, nt, -6, 10, 113, -19, 1, nt, -9
# Listed for `CCn1cc([N+](=O)[O-])c(C(=O)Nc2c(C)nn(Cc3c(F)c(F)c(F)c(F)c3F)c2C)n1` = 15, -2, -12, 0, nt, nt, 2, 8, nt

# Some entries already given, reduced to CD11b adhes enh and FAK blocker.
Compound | CD11b adhes enh | FAK blocker
CCc1nc(-c2ccc(-c3ccc(OC)cc3)nc2OC)no1 | nt | 0
COCCOC(=O)c1c(C)nc(SCC(=O)Nc2cccc3ccccc23)c(C#N)c1-c1ccco1 | -1 | -3
COc1ccc(C2=NOC(C(=O)O)C2)cc1 (stereo not drawn) | 0 | 0
Cc1ccc2c(c1)C1CN(C)CCC1N2C(=O)Nc1ccc(Cl)cc1 (stereo not drawn) | -2 | -3
Cc1csc(=Nc2c(C)n(C)n(-c3ccccc3)c2=O)n1Cc1ccccc1 | -4 | 2

# (continued)
SMILES,PLK1 PBD inh,CD11b adhes enh,PLK1 kinase inh,HIV Rev-RRE inh,ERa coact pot,ERa SRC1 inh,FAK blocker,Mac1 fbg inh,ERb coact inh
Cc1cc(C(=O)COC(=O)c2n[nH]c3ccccc23)c(C)n1CC1CCCO1 (stereo not drawn),15,-4,-3,-4,106,4,0,37,-8
Cc1cc(C(=O)C(C)OC(=O)C2=NNC(=O)CC2)c(C)n1-c1ccc(OC(F)F)cc1 (stereo not drawn),9,-1,10,7,nt,nt,-2,11,nt
O=C(CN(C1CCCCC1)S(=O)(=O)c1ccc(F)cc1)NCCCO,12,0,-1,-3,118[fluorescence artefact?],1,5,13,2
Cc1ccc2c(c1)cc(CN(CCc1ccccc1)C(=O)N1CCOCC1)c1nnnn12,18,-1,-14,7,113,65*[fluorescence artefact?],4,-26,-4
N#Cc1c(OCC(=O)c2ccccc2)nc2c(c1-c1ccco1)CCc1ccccc1-2,20,nt,-12,24,230*,15,4,nt,13
CCCc1nnc(NC(=O)CSc2ncn[nH]2)s1,-7,-3,-19,0,129,-8,2,-12,-10
CN1c2cccc3cccc(c23)N(C)C1c1cccs1,-15,-1,-9,-1,nt,nt,5,17,nt
Cn1cccc1Cc1nnc(SCC(=O)Nc2ccc(F)cc2)n1-c1ccc(F)cc1,-15,1,-2,3,114,-2,0,-4,-13
CNc1oc(-c2ccc(OCc3ccccc3)cc2)nc1C#N,22,-2,-7,10,110,-5,8,10,-2
Cn1c2ccc(Cl)cc2c2nc3ccccc3nc21,14,-2,67*,7,63[fluorescence artefact?],42[fluorescence artefact?],0,0,6
COc1ccc(CCNC(=O)C(=O)NCC2CCCO2)cc1 (stereo not drawn),-12,nt,-9,4,107,-5,-3,nt,-3
COC(=O)c1cn(-c2ccc(Cl)cc2)c(=O)c2ccccc12,-12,-4,1,13,92,1,0,-1,-3
CCC(C)(C)n1nnnc1C(c1cccs1)N1CCN(Cc2ccccc2)CC1 (stereo not drawn),1,7,3,5,116,-8,-2,3,15
Cc1nn(-c2ccccc2)c(C)c1/C=N/NC(=O)c1cc(-c2ccc(Br)s2)[nH]n1,1,-1,3,-2,nt,nt,1,3,nt
COC(=O)c1ccccc1NC(=O)c1cc(-c2cccs2)on1,-9,3,-9,7,251*[fluorescence artefact?],-2[fluorescence artefact?],1,4,49[fluorescence artefact?]
O=C(COc1ccccc1)Nc1nnc(-c2ccc(Cl)s2)o1,-1,2,72*,2,113,6,4,7,2
O=C(Nc1ccc2nsnc2c1)c1ccc2c(c1)OCO2,-13,2,7,1,116,20,4,0,6
CCOC(=O)c1c(C)n(C)c2ccc(OCC(O)CN3CCCCCC3)cc12 (stereo not drawn),-11,1,-4,2,113,5,6,1,-17[fluorescence artefact?]
COc1ccccc1CC(=O)NC1CC(C)(C)NC(C)(C)C1,11,-2,-21,2,109,-6,0,-13,-7
Cc1cccc2cc(C(c3nnnn3C(C)(C)C)N(Cc3ccco3)CC3CCCO3)c(=O)[nH]c12 (stereo not drawn),-15,-3,7,7,54[fluorescence artefact?],57*,-6,-3,66*[fluorescence artefact?]
COCCN(CCOC)C(=O)CCn1c(=O)oc2ccccc21,21,nt,-15,4,106,-8,1,nt,-15
CSc1nc(-c2ccco2)nn1S(C)(=O)=O,7,2,-2,7,115,-8,2,-5,0
